DRD3 agonist = activates the human D3 dopamine receptor; P35462; D3R DiscoveRx beta-arrestin cells, luminescence, 90 min; max activation, %; 0.58% of 410,000 active; in the data active means max activation above about 30%; further: 0% is about no effect; mostly tested at two doses, the higher about 12 µM
Target sequence (P35462 whole entry, looked up): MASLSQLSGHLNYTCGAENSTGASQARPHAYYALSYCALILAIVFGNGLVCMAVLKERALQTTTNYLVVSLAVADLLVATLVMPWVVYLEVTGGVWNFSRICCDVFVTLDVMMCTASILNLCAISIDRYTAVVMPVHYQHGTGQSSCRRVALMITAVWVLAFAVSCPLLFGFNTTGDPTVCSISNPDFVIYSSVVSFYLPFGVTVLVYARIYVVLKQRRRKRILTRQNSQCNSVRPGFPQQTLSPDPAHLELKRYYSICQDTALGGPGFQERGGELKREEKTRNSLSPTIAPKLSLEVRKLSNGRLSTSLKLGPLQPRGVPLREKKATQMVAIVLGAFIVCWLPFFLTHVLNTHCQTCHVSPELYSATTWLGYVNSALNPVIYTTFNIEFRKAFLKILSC
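Agonist mode: compounds and dopamine controls were applied to plated cells for 90 min at 37 degrees C after an overnight attachment at 1500 cells/well. Luminescent read-out followed 30 - 60 minutes at room temperature with DiscoveRx detection reagent.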
HT1080-NT tox = kills 2HG-producing HT-1080-NT fibrosarcoma cells | 1.6% of 360,000 active | HT-1080-NT fibrosarcoma viability, CellTiter-Glo ATP luminescence, 48 h | Potency, µM (doses to about 46.1 µM), for inactives: at the top dose activity, negative = less viability, usual class: cytotoxic;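 further: NT is the 2HG producing partner of a matched IDH1 knockdown line; potency means the concentration at half of the fitted maximal effect; 0% = DMSO-treated cells and -100% = media-only wells without cells; nearly all actives have a fitted effect of over 55% in size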
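750 cells/well, RPMI + 5% FBS; 2 h settle, compound pin-transfer, 48 h at 37 degrees C. CellTiter-Glo 10 min RT, luminescence. Normalized to DMSO and media-only wells.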
MCF10A rerep = inducers of DNA re-replication in MCF 10A breast cells | MCF 10A DNA re-replication, Hoechst nuclear intensity, 48 h | Potency, µM (series often up to 46.1 µM), inactives show at the highest dose activity, positive = re-replication, hits mostly activators | 2.9% of 350,000 active; further: potency means the concentration at half of the fitted maximal effect; % of control where 0% means no effect; nearly all actives have a fitted effect of over 50% in size
KB-3-1 tox = kills parental KB-3-1 adenocarcinoma cells; KB-3-1 viability, CellTiter-Glo ATP luminescence, 72 h; Potency, µM (top dose mostly 46.1 µM), without a hit: at the top dose activity change, negative = cytotoxic, actives largely listed as cytotoxic; AID 1347075; 1.4% of 400,000 active; further: potency means the concentration at half of the fitted maximal effect; on the % scale 0 is the no-effect control and ±100 the full control effect; nearly all actives have a fitted effect of over 60% in size
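Parental KB-3-1 adenocarcinoma cells in phenol-red-free DMEM with 10% FBS were pin-treated with compounds at several concentrations, incubated 72 h at 37 °C, and viability read by CellTiter-Glo luminescence; concentration-effect curves were fitted after normalization.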
IL1B secr inh = blocks inflammasome-driven IL-1 beta release | THP-1 LPS/ATP IL-1B secretion, AlphaLISA, 16 h; hits give low values | activity change, % at 57.5 µM | 4.7% of 360,000 active | AID 743279; in the data active means activity change below about -50%; inconclusive means mostly about -30% to -49%; further: on the % scale 0 is the no-effect control and ±100 the full control effect
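THP-1 cells pretreated 1 hr with compounds (up to 57.5 uM final), then stimulated with LPS (250 ng/mL final) plus ATP (1.25 mM final); secreted IL-1B measured by AlphaLISA after 16 hr, decreased signal indicating inhibition.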
HT1080 IDH1KD tx = kills HT-1080 cells with IDH1 knockdown; Potency, µM (series often up to 46.1 µM), for the others: at the top dose activity, negative = toxicity, usual class: cytotoxic; 2% of 360,000 active; HT-1080 IDH1 knockdown viability, ATP luminescence, 48 h;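 further: potency means the concentration at half of the fitted maximal effect; 0% = DMSO wells and -100% = cell-free medium wells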
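Using the IDH1-knockdown HT-1080 line run in the same batch and compound series as the NT line, viability after 48 h at 37 °C was determined by CellTiter-Glo luminescence and expressed as % activity.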
KB-V1 MDR tox = kills drug-selected multidrug resistant KB-V1 cells. KB-V1 MDR cells viability, CellTiter-Glo, 72 h. Potency, µM (series often up to 46.1 µM), inactives show top-dose activity change, negative = cytotoxicity, usual class: cytotoxic. 3.4% of 400,000 active; further: potency means the concentration at half of the fitted maximal effect; on the % scale 0 is the no-effect control and ±100 the full control effect; nearly all actives have a fitted effect of over 60% in size
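In this primary screen, KB-V1 cells overexpressing P-gp are incubated with library compounds (lowest to highest concentration) for 72 h at 37 degrees C before a luminescent ATP viability read.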
GLP1R cytotox = cytotoxic in the GLP-1 receptor inverse agonist counter-screen. HEK293 cAMP-luciferase reporter cells, luminescence, 24 h. Potency, µM (series often up to 38.3 µM), inactives show at the top dose activity change, negative = inhibition, hits mostly inhibitors. AID 624418. 0.13% of 410,000 active;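 further: loss of luciferase light is scored as toxicity; potency means the concentration at half of the fitted maximal effect; on the % scale 0 is the no-effect control and ±100 the full control effect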
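Compound-treated cells are incubated 24 hr at 37 deg C under 5% CO2 after a 12 hour attachment period, then luciferase detection reagent is added and luminescence is measured following 12 min at room temperature; lowered signal indicates toxicity.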
SW480 rerep = DNA re-replication induction in SW480 cells. Potency, µM (highest dose often 46.1 µM), for inactives: at the top dose re-replication activation, hits mostly activators. 1.8% of 340,000 active. AID 624297. SW480 DNA re-replication, Hoechst DNA content imaging, 48 h; further: potency means the concentration at half of the fitted maximal effect; % of control where 0% means no effect; nearly all actives have a fitted effect of over 55% in size
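Per well, 250 cells were exposed to pinned compound for 48 hr. Nuclear DNA was visualised with Hoechst (40 min, 37 C) and total object intensity recorded by fluorescence scanning.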
* hit, by the source's call; ? = inconclusive; . = no result given; & = joins results of further samples; [ ] = another dose, or the depositor's remark. Unless noted, the call rests on the fitted dose curve; in most records, active means well fitted curve in the direction sought with a large enough effect; inconclusive means small, poorly fitted or top-dose-only effect, or another doubt; inactive means no such curve, though single readings can be large; an effect the other way counts as inactive or inconclusive. An unsorted share of the library. About 11% of those tested had a hit in this group.

SMILES	DRD3 agonist	HT1080-NT tox	MCF10A rerep	KB-3-1 tox	IL1B secr inh	HT1080 IDH1KD tx	KB-V1 MDR tox	GLP1R cytotox	SW480 rerep
CC(C)=CCn1c2ccc(NC(=O)NCc3ccc(F)cc3)cc2c(=O)n1C	-8	?	.	4.6µM*	68	2.3µM*	0%	-22%	.
CCNC(=O)c1ccc(NC(=O)N2CCCCc3ccccc32)cc1	-1	.	.	2%	.	.	0%	6%	.
N/C(CCS(=O)(=O)c1ccc(Cl)cc1)=N\OC(=O)c1ccc(Cl)cc1	3	-14%	-1%	-5%	?	-7%	-13%	3%	0%
Cc1cc(NC(=O)c2ccc(Cl)c(Cl)c2)ccc1-c1cc2ccccc2oc1=O	6	.	.	7%	.	.	7%	2%	.
C=CCNC(=O)C1CC(=O)N(c2ccc(OCC(=O)Nc3ccc(OC)cc3)cc2)C1 (stereo not drawn)	2	4%	-5%	-3%	-4	1%	15%	-21%	-10%
COc1ccc(Cl)cc1C(=O)Nc1sc2c(c1C(=O)OC(C)C)CCCC2	0	.	.	-13%	.	.	12%	24%	.
Cc1cc(-c2ccccc2)c(C#N)c(=S)[nH]1	3	4%	3%	-7%	7	1%	-27%	1%	-78%[inhibitor]
CCCOC(=O)c1ccc(NC(=O)CCOc2ccccc2)cc1	2	-6%	?	11%	-25	-4%	-10%	-11%	16%
CC1=C(C(=O)Nc2ccccc2)C(c2ccco2)n2ncnc2N1 (stereo not drawn)	1	9%	8%	-11%	-8	16%	-11%	4%	5%
CNC(=O)CSc1nnc(-c2ccc3c(c2)OCO3)n1C	-6	-4%	3%	-6%	-12	-12%	3%	5%	-187%[inhibitor]
CCOc1ccc(C(=O)Oc2cc(C)[nH]c(=O)c2[N+](=O)[O-])cc1	-5	8%	5%	-1%	2	5%	13%	-7%	-2%
CCOC(=O)C1(C)CCCN(C(=O)COc2ccccc2)C1 (stereo not drawn)	3	28%	.	0%	26	2%	3%	5%	.
NC(=O)C1CCN(C(=O)C(=O)c2cn(CC(=O)N3CCCC3)c3ccccc23)CC1	1	11%	2%	11%	11	8%	30%	1%	2%
CC1CN(C(=O)/C=C/c2ccc(SC(F)F)cc2)CC(C)O1 (stereo not drawn)	7	20%	2%	1%	-5	14%	-4%	-4%	-104%[inhibitor]
Cc1cccc(N2CCN(S(=O)(=O)c3cn(C)c(C)n3)CC2)c1C	1	.	.	12%	.	.	?	8%	.
COc1ccc(/C=C/C(=O)c2ccc(O)cc2)cc1	-11	-2%	?	-5%	-80*	0%	?	-1%	?
CC(OC(=O)c1ccc2ncsc2c1)C(=O)Nc1cccc(Cl)c1 (stereo not drawn)	-4	-7%	11%	-1%	-1	8%	-13%	7%	-2%
Cc1ccc(NC(=S)NNC(=S)NCc2ccccc2)cc1	1	-5%	26%	5%	38	-8%	-1%	17%	-5%
Cc1cccc(Cc2cnc(N3C(=N)SC(c4ccccc4)C3=O)s2)c1 (stereo not drawn)	-7	-2%	16%	-12%	29	-15%	0%	-20%	-4%
CCCCCOc1ccc(C(=O)NC(CCC)C(=O)O)cc1 (stereo not drawn)	6	2%	2%	20%	34	4%	0%	-13%	2%
N/C(=N\OC(=O)c1ccc(Cl)cc1[N+](=O)[O-])c1ccccn1	-6	?	-1%	-47%	-2	?	-21%	?	?
Cc1ccc(-c2cc(C(=O)Nc3ccc(S(=O)(=O)Nc4nccs4)cc3)c3ccccc3n2)c(C)c1	4	-3%	?	5%	-6	-10%	8%	?	-6%
COc1cc(/C=C(\C#N)c2nc3ccccc3[nH]2)ccc1OCc1ccc(F)cc1	-8	.	.	0%	.	.	0%	27%	.
Cn1c(NC(=O)c2ccc(Cl)s2)cc(=O)n(C)c1=O	7	6%	838%[0.0737 µM]	8%	27	-8%	0%	-1%	-18%
COc1cc(NC(=O)[C@@H]2CCCN2S(=O)(=O)c2cccc3cccnc23)cc(OC)c1OC	3	-2%	-9%	2%	18	-15%	-11%	5%	-5%

Given bar-delimited: entries from further up
SMILES | DRD3 agonist | HT1080-NT tox | MCF10A rerep | KB-3-1 tox | IL1B secr inh | HT1080 IDH1KD tx | KB-V1 MDR tox | GLP1R cytotox | SW480 rerep
CCOc1ccc(C(=O)Oc2cc(C)[nH]c(=O)c2[N+](=O)[O-])cc1 | -5 | 8% | 5% | -1% | 2 | 5% | 13% | -7% | -2%
CCOC(=O)C1(C)CCCN(C(=O)COc2ccccc2)C1 (stereo not drawn) | 3 | 28% | . | 0% | 26 | 2% | 3% | 5% | .
NC(=O)C1CCN(C(=O)C(=O)c2cn(CC(=O)N3CCCC3)c3ccccc23)CC1 | 1 | 11% | 2% | 11% | 11 | 8% | 30% | 1% | 2%
CC1CN(C(=O)/C=C/c2ccc(SC(F)F)cc2)CC(C)O1 (stereo not drawn) | 7 | 20% | 2% | 1% | -5 | 14% | -4% | -4% | -104%[inhibitor]
Cc1cccc(N2CCN(S(=O)(=O)c3cn(C)c(C)n3)CC2)c1C | 1 | . | . | 12% | . | . | ? | 8% | .
COc1ccc(/C=C/C(=O)c2ccc(O)cc2)cc1 | -11 | -2% | ? | -5% | -80* | 0% | ? | -1% | ?
CC(OC(=O)c1ccc2ncsc2c1)C(=O)Nc1cccc(Cl)c1 (stereo not drawn) | -4 | -7% | 11% | -1% | -1 | 8% | -13% | 7% | -2%
Cc1ccc(NC(=S)NNC(=S)NCc2ccccc2)cc1 | 1 | -5% | 26% | 5% | 38 | -8% | -1% | 17% | -5%
Cc1cccc(Cc2cnc(N3C(=N)SC(c4ccccc4)C3=O)s2)c1 (stereo not drawn) | -7 | -2% | 16% | -12% | 29 | -15% | 0% | -20% | -4%

The listing continues.
SMILES	DRD3 agonist	HT1080-NT tox	MCF10A rerep	KB-3-1 tox	IL1B secr inh	HT1080 IDH1KD tx	KB-V1 MDR tox	GLP1R cytotox	SW480 rerep
O=C(Nc1ccccc1F)c1ccc(COc2ccc(Cl)cc2Cl)o1	-1	-4%	15%	0%	-22	-4%	12%	-13%	-10%
COC(=O)c1[nH]c(C)c(/C(O)=C2\C(=O)C(=O)N(CCN(C)C)C2c2cccc(OC)c2OC)c1C (stereo not drawn)	-15	7%[9.24 µM]	-4%	8%	4	2%	10%	-5%	-2%
COc1ccc(NC(=S)N(Cc2ccc(C(=O)O)cc2)Cc2ccc(OC)c(OC)c2)cc1	10	0%	2%	-6%	-15	15%	-16%	-16%	-1%
COC(=O)C1=C(C(=O)OC)[C@@H]2N(C)c3ccc(OC)cc3[C@@]23C[C@@H](C(=O)OC)N=C3N1	-21	13%	-3%	-15%	1	11%	0%	-10%	-1%
Cc1ccc(Nc2nnc(SCc3cc(=O)n4cc(C)ccc4n3)s2)cc1	-1	-4%	8%	20%	19	3%	-7%	-7%	-9%
CC(C)c1ccc(CC(=O)N2CCC2(C)C(=O)Nc2cccc(C#N)c2)cc1 (stereo not drawn)	-11	-11%	.	0%	-25	-29%	-2%	-13%	.
Cc1ccc(S(=O)(=O)NC(CC(=O)OCc2ccccc2)C(=O)OCc2ccccc2)cc1 (stereo not drawn)	-2	5%	.	?	15	17%	-9%	1%	.
Cc1ccc(NC(=O)CN(C)S(=O)(=O)c2cccc3nsnc23)cc1	8	6%	-1%	13%	-19	8%	7%	-3%	-1%
CCCCN1CC(COC)Oc2cccc(F)c2S1(=O)=O (stereo not drawn)	7	7%	1%	6%	12	4%	-1%	-5%	-26%
O=[N+]([O-])c1ccc(O)c(CN2CCCCCC2)c1	2	1%	1%	1%	18	0%	0%	-13%	-4%
CCN=c1scc(C)n1/N=C/c1ccc(O)c(O)c1O	9	-6%	-3%	8%	-17	-8%	-3%	?	-2%
COc1ccc(C(=O)N/N=C(/C)c2cccc(NC(=O)C(F)(F)F)c2)cc1	-2	-1%	-4%	0%	0	-5%	-21%	-31%	-66%[inhibitor]
COc1ccc2c(c1)CC(C(=O)Nc1ccc(Cl)cc1)/C(=N/O)O2 (stereo not drawn)	1	-2%	4%	10%	8	-10%	8%	0%	0%
CC(C)NC(=O)C1(C)CCCN1Cc1ccccc1C#N (stereo not drawn)	4	54%	.	0%	31	24%	-1%	-4%	.
O=C(NCCc1csc(-c2cccnc2)n1)c1cccs1	-9	8%	4%	-4%	-15	9%	-2%	-8%	-19%
CCOCCCNC(=O)c1ccc(Cn2c(=S)[nH]c3c([nH]c4ccc(OC)cc43)c2=O)cc1	-4	-1%	-18%	-2%	-12	-6%	16%	9%	?
Cc1nc2c(=O)n(C)c(=O)[nH]c2n1Cc1ccccc1	-2	-3%	-5%	2%	12	-8%	2%	18%	-1%
CC(=O)Nc1ccc(NC(=O)CC(C)n2ccc(C)n2)cc1 (stereo not drawn)	-5	.	.	13%	.	.	?	0%	.
CCOc1ccccc1NC(=O)Cn1nnc(C(=O)NCc2cccs2)c1N	-10&2	0.46µM*	?	0.26µM*	66	0.41µM*	0.58µM*	0%&-14%	0.15µM*
O=C(Nc1c(C(=O)O)[nH]c2ccccc12)c1cccc(C(F)(F)F)c1	6	-1%	7%	11%	0	5%	?	25%	1%
CS(=O)(=O)Nc1ccc(C(=O)N2CC(=O)Nc3ccccc32)cc1	7	15%	-8%	9%	29	12%	0%	-4%	-8%
Cn1sc2ccccc2c1=O	-7	?	.	-17%	-100*	?	?	-30%	.
COCCn1c(SCC(=O)NC(=O)NCc2ccccc2)nc2ccccc2c1=O	11	-1%	?	9%	-17	-2%	1%	-19%	-24%

Screens (PubChem BioAssay)
